dFosB act: enhances mouse delta FosB homodimer DNA binding; P13346; purified delta FosB, TAMRA-CDK5 oligo fluorescence polarization; percent of positive-control signal above neutral wells; activation, % at 25 µM; actives 0.99% (n = 340,000);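 active = mean activation above about 17%, with every replicate also reaching it, limit read from the data, passing the limit was not always enough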;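 note: fluorescence polarization rise as delta FosB binds a TAMRA Cdk5 AP-1 oligo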
Cardiac RTF inh: cardiac RTF calcium desensitization; AID 493244; P19429+P45379; actives 0.12% (n = 340,000); IANBD-labeled cardiac RTF, Ca2+ fluorescence; inhibition, % at 7.15 µM;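 active = inhibition above the mean inhibition of all tested compounds plus 3 SD, cut at about 17% in these data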;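 note: assay run at fixed EC70 calcium of 1.6 mM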
SUMO Mot1 rescue: inhibitors of SUMOylation pathway: yeast Mot1-301 growth rescue; growth rescue, % at 18.8 µM; actives 1% (n = 320,000); S. cerevisiae Mot1-301 growth rescue, ATP luminescence, 38.5C; percent above DMSO median, 100 means doubled;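 active = every valid replicate shows activation above 250% relative to neutral control wells; inactive = the rest, any valid replicate at or below 250%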;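 note: OY570 slx delta 5 strain wells were the positive control but not used for scaling; some compounds called inactive have numbers as strong as hits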
Keap1 Nrf2 FP: inhibitors of human Keap1-Nrf2 protein-protein interaction. Q14145. Keap1 Kelch-Nrf2 peptide fluorescence polarization, 1536-well. inhibition, % at 9.4 µM. actives 0.15% (n = 340,000). AID 504523; in the data active = inhibition above about 12%;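 note: human Keap1 Kelch domain with fluorescein labeled Nrf2 9mer peptide probe; 0% = neutral control wells and 100% = peptide positive control; higher means more block of Keap1 binding to Nrf2 peptide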
Target sequence (Q14145 whole entry, looked up, the tested form may be a part): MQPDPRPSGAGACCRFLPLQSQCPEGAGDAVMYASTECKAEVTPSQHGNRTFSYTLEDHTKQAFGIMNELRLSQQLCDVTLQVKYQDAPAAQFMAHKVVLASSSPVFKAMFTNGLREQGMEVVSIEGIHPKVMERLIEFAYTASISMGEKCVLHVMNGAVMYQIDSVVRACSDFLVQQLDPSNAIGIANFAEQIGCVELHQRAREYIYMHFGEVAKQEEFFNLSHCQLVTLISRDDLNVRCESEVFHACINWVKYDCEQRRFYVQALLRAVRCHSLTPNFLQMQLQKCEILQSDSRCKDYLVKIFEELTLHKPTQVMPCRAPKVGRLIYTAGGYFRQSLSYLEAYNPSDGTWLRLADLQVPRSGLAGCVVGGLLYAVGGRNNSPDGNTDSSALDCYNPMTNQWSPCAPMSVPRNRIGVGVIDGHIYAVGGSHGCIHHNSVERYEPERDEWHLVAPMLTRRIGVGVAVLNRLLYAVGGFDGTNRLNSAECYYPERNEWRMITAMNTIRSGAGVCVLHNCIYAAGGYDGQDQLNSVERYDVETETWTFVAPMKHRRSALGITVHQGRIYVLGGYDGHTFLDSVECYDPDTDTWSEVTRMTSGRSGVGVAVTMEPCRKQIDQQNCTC
C-LANA FP: KSHV C-LANA DNA binding inhibition. AID 504423. MBP-C-LANA/FAM-LBS DNA binding, fluorescence polarization. inhibition, % at 9 µM. actives 0.078% (n = 340,000);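 active = highest replicate inhibition at or above 60% at 9 µM, even if other replicates fall short; inactive = all replicates below 60% inhibition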;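 note: 0% = neutral control wells and 100% = 4 µM acridine orange control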
cardiac RTF act: cardiac RTF calcium sensitization | P19429+P45379 | IANBD-labeled TnC RTF fluorescence at EC20 calcium; 0% EC20 calcium, 100% full calcium | activation, % at 7.2 µM | actives 0.24% (n = 340,000) | AID 493008;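 active = activation above the mean over all tested compounds plus 3 SD, cut at about 30% in these data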;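 note: rise in fluorescence read as greater calcium sensitivity of cardiac thin filaments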
PfHsp90 yeast 2: growth inhibition of yeast expressing Plasmodium Hsp90; S. cerevisiae expressing PfHsp90, BacTiter-Glo ATP, 48 h; yeast lacking PDR1 and PDR3 efflux regulators; inhibition, % at 9.4 µM; actives 0.32% (n = 310,000); AID 504621;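 active = every replicate shows inhibition above about 80%, whatever the replicate mean, limit read from the data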;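 note: 0% = DMSO neutral controls and 100% = 20 µM radicicol positive controls; yeast relying on Plasmodium falciparum Hsp90 in place of its own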
CDK5 inh: blocks human CDK5/p35 kinase activity | actives 0.01% (n = 330,000) | Q00535+Q15078 | AID 488839 | Recombinant CDK5/p35, ADP-Glo luminescence, 60 min | inhibition, % at 10 µM;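 active = highest replicate inhibition of at least 50% and at least 75% of replicates reaching 50%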;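 note: plate controls were DMSO neutral control for no effect and GW8510 at 10 µM for full effect; many of its hits are not listed in these tables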
Rtt109 Vps75: blocks Candida albicans Rtt109/Vps75 acetyltransferase activity | purified Rtt109/Vps75, ThioGlo CoA-SH fluorescence, 4 h | Q5AAJ8 | inhibition, % at 34.9 µM | AID 540336 | actives 0.16% (n = 330,000);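 active = inhibition of at least 50% in every replicate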
Target sequence (Q5AAJ8 whole entry, looked up): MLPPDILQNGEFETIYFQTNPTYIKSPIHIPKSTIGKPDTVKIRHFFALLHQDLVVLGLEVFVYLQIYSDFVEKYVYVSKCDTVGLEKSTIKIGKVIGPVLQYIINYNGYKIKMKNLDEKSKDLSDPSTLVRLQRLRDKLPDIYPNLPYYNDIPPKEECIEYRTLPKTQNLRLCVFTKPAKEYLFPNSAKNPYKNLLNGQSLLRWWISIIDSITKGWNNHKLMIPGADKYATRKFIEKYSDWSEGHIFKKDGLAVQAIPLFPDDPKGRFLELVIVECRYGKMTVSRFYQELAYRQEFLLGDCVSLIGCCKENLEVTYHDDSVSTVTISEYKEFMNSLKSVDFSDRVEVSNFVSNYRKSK
PvdQ inh: P. aeruginosa PvdQ acylase inhibition | actives 0.063% (n = 340,000) | purified PvdQ acylase, fluorescence plate reader | inhibition, % at 10 µM; in the data active = inhibition above about 30%, passing the limit was not always enough;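 note: 0% = vehicle neutral wells and 100% = reference inhibitor wells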
NSD2 HMT inh: blocks human histone methyltransferase NSD2; inhibition, % at 12.5 µM; O96028; actives 0.54% (n = 310,000); AID 743445; NSD2 peptide methylation, AlphaScreen, 120 min; in the data active = inhibition above about 50%
Starred values were filed as active, the others as inactive; · = not tested or not shown.

SMILES	dFosB act	Cardiac RTF inh	SUMO Mot1 rescue	Keap1 Nrf2 FP	C-LANA FP	cardiac RTF act	PfHsp90 yeast 2	CDK5 inh	Rtt109 Vps75	PvdQ inh	NSD2 HMT inh
COC(=O)[C@@H](NC(=O)NCc1cccs1)C(C)C	-8	-3	-27	1	-0.8	1	7	0.7	-7	-6	-6
COc1ccc(F)cc1S(=O)(=O)N1CCCN(S(=O)(=O)c2cc(F)ccc2OC)CC1	-6	-6	-32	-3	2.0	0	-2	1.6	-8	-18	3
CCS(=O)(=O)CCSc1nc2c(cc1C#N)CCCC2	-1	-2	249	4	-0.2	8	-61	-0.6	3	-2	0
Cc1ccccc1-c1nc(CS(=O)(=O)CC(=O)N2CCc3ccccc3C2)c(C)o1	-6	-14	-11	-9	0.2	11	-39	-0.3	5	-12	·
O=C(c1ccc2c(=O)n(C3CCCC3)c(=S)[nH]c2c1)N1CCN(C2CCCCC2)CC1	-3	-6	3	-8	0.9	6	12	-0.1	-1	-10	1
Nc1c(-c2ccccc2)c(CN2CCOCC2)nn1-c1ccc(F)cc1	4	-2	3	7	2.0	5	4	1.1	-3	-13	1
COc1ccccc1N1CCN(S(=O)(=O)c2cc(Br)cnc2N)CC1	-1	2	48	2	1.2	-2	-21	-1.4	0	0	5
CN(C)CCNC(=O)COc1cccc(Cl)c1	-2	-13	8	0	0.5	-1	9	2.4	-3	-2	1
O=[N+]([O-])c1cccc(-c2nc(-c3ccncc3)no2)c1	-5	-5	-12	1	-0.4	1	9	-0.7	1	6	0
Cc1ccc(NC(=O)Cn2nc([N+](=O)[O-])c(Br)c2C)cc1C	49*	-1	37	-5	-0.4	1	6	0.6	-2	5	1
CCOC(=O)CC(=O)CSc1nc(N)c(C#N)c(-c2ccc(F)cc2)c1C#N	-11	1	-10	-1	0.8	-2	4	0.4	1	-1	1
COc1ccccc1OCCNC(=O)C(c1ccccc1)c1ccccc1	-9	1	-15	-2	0.6	1	7	-1.1	-1	-4	-5
Cn1c(NC(=O)c2ccc(F)cc2)nc2ccccc21	2	-14	-1	-1	3.6	1	-31	-0.9	4	-9	-2
O=C(NC1(C(F)(F)F)N=C(c2ccccc2)NC1=O)c1ccccc1 (stereo not given)	1	1	-5	1	0.6	0	7	0.6	-1	7	·
Cn1ncc2c(N3CCC(Cc4ccccc4)CC3)ncnc21	-4	1	21	2	-1.8	-1	4	-1.1	-1	-3	0
Cc1nc(CC(=O)NNS(=O)(=O)c2ccc(F)c(Cl)c2)cs1	2	-18	-17	3	2.8	0	-25	-1.4	2	4	-2
NC(=O)CC(NC(=O)Cc1cccc2ccccc12)c1ccc(NCc2ccccn2)c([N+](=O)[O-])c1 (stereo not given)	-4	-8	7	-5	-2.7	6	6	-0.6	6	-17	·
Cc1ccc(NC(=O)c2sc(N)nc2-c2ccc([N+](=O)[O-])cc2)c(C)c1	-1	2	3	2	-7.3	-3	-30	0.3	4	-10	-1
COC(=O)c1cc(C(=O)Nc2nnc(C3CC3)s2)cc([N+](=O)[O-])c1	-9	-1	-14	-1	-0.9	4	3	-0.6	-6	-2	36
COc1ccc(NC(=O)Nc2ccc(OCC(=O)N3CCOCC3)cc2)cc1OC	-6	-1	-13	1	-2.4	-3	6	-1.5	-11	-1	·

Overlap with the part before: 2 compounds, followed by the next part.
SMILES	dFosB act	Cardiac RTF inh	SUMO Mot1 rescue	Keap1 Nrf2 FP	C-LANA FP	cardiac RTF act	PfHsp90 yeast 2	CDK5 inh	Rtt109 Vps75	PvdQ inh	NSD2 HMT inh
COC(=O)c1cc(C(=O)Nc2nnc(C3CC3)s2)cc([N+](=O)[O-])c1	-9	-1	-14	-1	-0.9	4	3	-0.6	-6	-2	36
COc1ccc(NC(=O)Nc2ccc(OCC(=O)N3CCOCC3)cc2)cc1OC	-6	-1	-13	1	-2.4	-3	6	-1.5	-11	-1	·
Cc1ccc2[nH]c(=O)c(CN(CC3COCCO3)C(=O)Nc3ccccc3C)cc2c1 (stereo not given)	-2	-4	23	-1	0.3	0	11	2.2	-8	5	-1
COc1cc(O)oc1C=Nc1ccc(C(=O)O)cc1	2	1	577*	5	1.2	-4	9	0.2	3	6	13
Cc1ccc(NC(=S)NC(=O)/C=C/c2ccc(Cl)cc2)cc1	10	-1	269	0	1.2	-3	10	-0.9	1	-11	-1
CC(=O)c1sc(NC(=O)CCCOc2ccc(Cl)cc2)nc1C	4	-6	-5	-7	0.3	11	3	-2.6	-5	-14	-1
COc1ccc(C(=O)OCC(=O)Nc2nc3c(F)c(F)c(F)cc3s2)cc1OC	0	1	-1	-7	-1.6	3	·	0.9	5	-13	-3
O=C(COc1ccccc1[N+](=O)[O-])Nc1cccc(C(=O)Nc2ccccc2C(=O)O)c1	-11	-5	90	6	-0.4	-3	-12	-0.1	15	-7	1
O=C(c1ccc(CNc2c(N3CCCC3)c(=O)c2=O)cc1)N1CCc2ccccc2C1	0	-3	-5	-2	0.2	0	3	0.0	1	-10	·
CC(C)COP(=O)(OCC(C)C)C(Nc1ccccc1)c1ccc(F)cc1 (stereo not given)	-9	2	31	-4	-2.8	1	-15	-0.3	-2	-3	0
CCCCn1c(N)c(N2CCOCC2)c(=O)n(CC(=O)NCCc2ccccc2)c1=O	3	-18	0	-9	0.3	2	5	-2.5	-8	-27	·
COc1ccc(Oc2ccccc2/C=C/C(=O)O)cc1	-4	-15	131	2	0.9	9	·	1.3	1	-13	-3
C[C@H](CO)N1C[C@H](C)[C@@H](CN(C)S(C)(=O)=O)Oc2ccc(NC(=O)Nc3ccc(C(F)(F)F)cc3)cc2C1=O	-11	-5	-9	-4	3.6	-3	-5	0.5	0	-2	·
CCN(Cc1ccccc1)C1CCN(Cc2ccc(SC)cc2)CC1	-14	-19	230	-1	-0.9	2	-12	-2.0	8	-14	39
CCCN(CCc1ccccc1)C1CCc2c(O)cccc2C1 (stereo not given)	4	-5	2	4	-0.4	-1	28	-2.5	-1	3	·
NC(=O)COC(=O)c1ccc2c(c1)C(=O)N(Cc1ccco1)C2=O	-1	-1	-4	-2	-1.7	-9	23	-1.3	-3	-10	3
C=CCNC(=S)Nc1cc(C)ccn1	4	4	-20	-5	-1.5	0	-39	1.2	-4	-3	3
Cc1nn2c(=O)cc(COC(=O)c3ccc(S(=O)(=O)N4CCCCC4)cc3)nc2s1	4	-5	-10	-3	4.0	-3	-7	0.0	-1	-10	-1
COn1c(SCC(N)=O)nc2ccccc2c1=O	4	-1	-9	1	0.0	7	28	1.8	-5	-10	3
CC(=O)NC(NC(=S)Nc1ccc(S(N)(=O)=O)cc1)C(Cl)(Cl)Cl (stereo not given)	-3	-5	429	-3	2.3	5	-28	-1.7	-6	-12	-2
CC(C)C(NS(=O)(=O)c1ccccc1F)C(=O)N1CCc2ccccc2C1 (stereo not given)	-4	-17	26	-2	-0.4	-1	8	-0.6	-22	-14	-7
O=S(=O)(CCc1ccccc1)N1CCOCC1	4	-12	·	-7	0.3	5	7	-0.5	-4	-1	-4

Arranged by the number under NSD2 HMT inh (ascending): 3 from the list above
| Compound | NSD2 HMT inh |
| --- | --- |
| Cc1nc(CC(=O)NNS(=O)(=O)c2ccc(F)c(Cl)c2)cs1 | -2 |
| COc1ccccc1N1CCN(S(=O)(=O)c2cc(Br)cnc2N)CC1 | 5 |
| COc1cc(O)oc1C=Nc1ccc(C(=O)O)cc1 | 13 |

Later entries:
SMILES	dFosB act	Cardiac RTF inh	SUMO Mot1 rescue	Keap1 Nrf2 FP	C-LANA FP	cardiac RTF act	PfHsp90 yeast 2	CDK5 inh	Rtt109 Vps75	PvdQ inh	NSD2 HMT inh
COc1ccc(CNC(=O)COC(=O)c2cc(-c3cccs3)nc3ccccc23)cc1OC	-1	10	-2	-6	-0.2	-5	-28	1.3	-12	-11	-2
COC(=O)c1csc(S(=O)(=O)N2CCCCC2)c1OC	-8	-15	11	-5	0.9	12	2	1.7	2	-11	-2
COc1ccc(NC(=S)NC(=O)/C=C/c2ccc(F)cc2)cc1	2	-8	28	-2	2.2	-3	2	1.1	15	-13	-3
COc1ccc(CCNC(=O)COC(=O)C2CC2)cc1	-1	-23	-12	-5	0.2	0	21	-2.0	-7	-21	-3
COc1ccc(C2/C=C\CN(C(=O)C3CC3)[C@H](Cc3ccccc3)C(=O)N2Cc2ccc(F)cc2)cc1 (stereo not given in full)	3	-15	-13	-2	2.2	2	-2	-6.7	-1	-5	·
O=C(CCn1c(=O)[nH]c2ccccc2c1=O)N1CCN(c2cccc(C(F)(F)F)c2)CC1	-7	14	0	-5	0.4	-1	·	-4.1	-8	-14	·
CC1(C)COC(c2ccc3c(c2)OCO3)OC1	8	-1	·	5	-0.7	-7	17	-0.2	6	-13	-1
CC(=O)Nc1cc(NC(C)=O)cc(C(=O)OC(C)C(=O)Nc2ccc(S(=O)(=O)N3CCCC3)cc2)c1 (stereo not given)	-10	3	-5	-4	-0.2	4	8	-0.3	13	-19	-1
CN(C)S(=O)(=O)c1ccc(NC(=O)CN2CCOCC2)cc1	0	0	-2	0	-0.9	0	6	1.9	-5	-6	·
C/C(CC(=O)Nc1cccc(Cl)c1Cl)=N\NC(=O)C(=O)NC1CCCCC1	-3	-4	-11	3	0.6	-7	25	-2.3	2	-5	23
COc1cc(N)c(C(O)c2nccc3cc(OC)c(OC)cc23)cc1OC (stereo not given)	-17	-7	19	-3	-1.2	9	3	0.8	9	-8	32
CC1(C)OC(=O)N(c2ccccn2)C1(C)O (stereo not given)	-4	2	-20	-2	-1.6	-4	-3	-0.9	1	-8	-5
Cc1cccc(NC(=O)c2sc(NC(=O)c3ccco3)c(C#N)c2C)c1C	-2	-6	7	-4	-0.8	0	1	12	10	6	-1
Cc1ccc(OCCCn2ccnc2)c([N+](=O)[O-])c1	4	-5	7	-2	-0.5	-3	27	-0.1	-17	-16	0
Cc1[nH]c2ccccc2c1C(=O)CSC(=S)N(C)C	3	9	-8	1	0.2	-6	9	1.6	-2	-2	-2
O=C1CSC(=Nc2ccc(O)cc2)N1c1ccc(O)cc1	-3	1	-4	-4	0.0	2	-9	2.3	-10	2	0
CC(=O)c1nc(N2C(=O)CC(Cc3cccc(C)c3)C2=O)sc1C (stereo not given)	-2	-3	305	-3	1.6	3	1	-4.8	1	4	1
Cc1ccc(-n2ncc3c(NNC(=O)c4ccco4)ncnc32)c(C)c1	0	-5	-6	-1	3.5	-3	-3	0.9	3	9	0
CC(=O)Nc1cccc2ccc(O)cc12	-7	-16	·	-7	4.2	-2	-29	-6.9	1	-8	2
Cc1cccc(C)c1NC(=O)COC(=O)c1ccc([N+](=O)[O-])o1	0	-5	280	-2	3.3	4	87*	1.9	2	-6	-1
CC(=O)NC(CC(=O)NNC(=O)C(C)Oc1ccccc1F)c1ccccc1 (stereo not given)	5	-7	4	·	·	5	-48	-0.7	·	-10	-1
O=C(Nc1ccccc1)c1ccc(NC(=O)C2CC2)cc1	7	-7	2	-3	1.3	-1	-3	2.2	-13	-18	4
O=S(=O)(c1ccc(F)cc1)N1CCN(C(=S)NCc2ccccc2)CC1	3	-2	4	2	-0.6	2	·	0.9	13	6	1
O=C(NNC(=O)c1ccncc1)Nc1ccccc1	0	3	-10	-6	-0.9	0	-20	0.1	-6	-7	·

The order is random. About 3.2% of those tested had a hit in this group.
